Source: PubChem (The Scripps Research Institute Molecular Screening Center)
PAFAH1B2 inh: PAFAH1B2 enzyme inhibitors, primary screen, biochemical, fluorescence polarization, human; 340,000 compounds, 1.2% hits; Platelet-activating factor acetylhydrolase IB subunit alpha2 (Homo sapiens), P68402; AID 492953, 2010; inhibition, % at 3.39 µM; recombinant PAFAH1B2, FP-rhodamine activity probe;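 active means inhibition above the mean of all tested compounds plus 3 SD, cut at about 24% in these data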;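 further: 0% = enzyme with DMSO and 100% = wells lacking PAFAH1B2; many of its hits are not listed in these tables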
PME-1 inh: PME-1 inhibitors via competitive probe labeling, primary screen, biochemical, fluorescence polarization, FP-Rh probe, HTS; Protein phosphatase methylesterase 1 (Homo sapiens), Q9Y570; recombinant PME-1; inhibition, % at 5.9 µM; 320,000 compounds, 0.53% hits;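 active means inhibition above the campaign mean of all compounds plus 3 SD, cut at about 26% in these data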;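 further: competitive labeling of PME-1 active site by serine hydrolase directed probe; 0% = PME-1 with DMSO and 100% = wells lacking PME-1 enzyme; inhibitors block probe labeling so polarization falls and inhibition rises; many of its hits are not listed in these tables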
Target sequence (Q9Y570 whole entry, looked up): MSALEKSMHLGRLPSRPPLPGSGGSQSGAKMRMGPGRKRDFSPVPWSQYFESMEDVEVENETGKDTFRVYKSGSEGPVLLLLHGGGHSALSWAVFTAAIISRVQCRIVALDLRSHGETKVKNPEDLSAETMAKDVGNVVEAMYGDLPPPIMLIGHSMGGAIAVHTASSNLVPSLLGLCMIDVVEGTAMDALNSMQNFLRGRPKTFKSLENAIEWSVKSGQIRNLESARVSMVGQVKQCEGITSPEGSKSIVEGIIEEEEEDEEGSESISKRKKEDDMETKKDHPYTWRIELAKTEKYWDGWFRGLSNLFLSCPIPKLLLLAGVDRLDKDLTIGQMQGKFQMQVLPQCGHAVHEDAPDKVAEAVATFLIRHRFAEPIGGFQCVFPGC
PAFAH2 inh: PAFAH2 enzyme inhibitors, primary screen, biochemical, fluorescence polarization, human; Platelet-activating factor acetylhydrolase 2, cytoplasmic (Homo sapiens), Q99487; recombinant PAFAH2, FP-rhodamine activity probe; inhibition, % at 3.39 µM; 340,000 compounds, 0.99% hits; AID 492956, 2010;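 active means inhibition above the mean over all tested compounds plus 3 SD, cut at about 30% in these data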;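 further: inhibitors block probe labeling of enzyme so polarization drops; 0% = enzyme with DMSO and 100% = wells lacking PAFAH2 protein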
pPAFAH inh: pPAFAH enzyme inhibitors, primary screen, biochemical, fluorescence polarization, human; recombinant pPAFAH, FP-rhodamine probe fluorescence polarization; 330,000 compounds, 1.5% hits; inhibition, % at 3.39 µM;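 active means inhibition above the mean inhibition across the screen plus 3 SD, cut at about 25% in these data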;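 further: inhibitors block binding of the rhodamine activity-based probe so polarization drops; 0% = enzyme with DMSO and 100% = wells lacking pPAFAH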
PAFAH1B3 FP inh: PAFAH1B3 enzyme inhibitors, primary screen, biochemical, fluorescence polarization, human | Platelet-activating factor acetylhydrolase IB subunit alpha1 (Homo sapiens), Q15102 | recombinant PAFAH1B3, FP-rhodamine probe | inhibition, % at 3.39 µM | 340,000 compounds, 0.28% hits | AID 492972, 2010;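 active means inhibition above the screen-wide average of all tested compounds plus 3 SD, cut at about 25% in these data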;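 further: 0% = enzyme with DMSO only and 100% = wells lacking PAFAH1B3 protein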
Target sequence (Q15102 whole entry, looked up): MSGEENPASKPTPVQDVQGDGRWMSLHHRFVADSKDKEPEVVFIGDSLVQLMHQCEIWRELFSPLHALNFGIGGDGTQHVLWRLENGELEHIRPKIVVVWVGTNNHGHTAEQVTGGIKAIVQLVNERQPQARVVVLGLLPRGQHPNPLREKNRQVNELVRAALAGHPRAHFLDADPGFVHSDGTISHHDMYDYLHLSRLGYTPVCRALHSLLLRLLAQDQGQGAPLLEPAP
LYPLA1 inh: LYPLA1 inhibitors, primary screen, counter-screen for PME1 inhibitor project, biochemical, fluorescence polarization, FP-Rh probe ABPP. Acyl-protein thioesterase 1 (Homo sapiens), O75608. recombinant LYPLA1. inhibition, % at 5.9 µM. 320,000 compounds, 0.16% hits. AID 2174, 2009;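 active means inhibition above the mean of all tested compounds plus 3 SD, set per campaign, cut at about 14% in these data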;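 further: inhibitors block serine hydrolase probe labeling of LYPLA1 so polarization falls; 0% = enzyme with DMSO and 100% = wells lacking LYPLA1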
PAD4 FP inh: human PAD4 inhibitors, primary screen, biochemical, fluorescence polarization, 1536-well format; Protein-arginine deiminase type-4 (Homo sapiens), Q9UM07; recombinant PAD4, RCA probe fluorescence polarization; inhibition, % at 6.36 µM; 330,000 compounds, 0.41% hits; AID 485272, 2010;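 active means percent inhibition above a cutoff equal to the mean of all tested compounds plus 3 SD, cut at about 15% in these data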;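 further: 0% = PAD4 with RCA probe and DMSO and 100% = probe without PAD4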
LYPLA2 counter: LYPLA2 inhibitors, primary screen, counter-screen for PME1 inhibitor project, biochemical, fluorescence polarization, FP-Rh probe ABPP. Acyl-protein thioesterase 2 (Homo sapiens), O95372. recombinant LYPLA2. inhibition, % at 5.9 µM. 320,000 compounds, 0.38% hits. AID 2177, 2009;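 active means inhibition above the screen-wide mean plus 3 SD, limit set per campaign, cut at about 26% in these data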;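 further: 0% = LYPLA2 with DMSO and 100% = wells lacking LYPLA2 enzyme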
Target sequence (O95372 whole entry, looked up): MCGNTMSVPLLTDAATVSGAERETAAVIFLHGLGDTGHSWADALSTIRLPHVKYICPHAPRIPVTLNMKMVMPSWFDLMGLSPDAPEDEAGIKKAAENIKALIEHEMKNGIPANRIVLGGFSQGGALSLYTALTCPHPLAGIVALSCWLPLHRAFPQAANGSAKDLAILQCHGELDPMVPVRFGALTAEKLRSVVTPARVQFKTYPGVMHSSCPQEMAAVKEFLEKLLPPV
GSTO1 counter: inhibitors of recombinant GSTO1, primary screen, counter-screen for RBBP9 inhibitor project, biochemical, fluorescence polarization; Glutathione S-transferase omega-1 (Homo sapiens), P78417; activity-based probe fluorescence polarization; inhibition, % at 5.96 µM; 300,000 compounds, 1.1% hits;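 active means inhibition above the campaign mean inhibition plus 3 SD, cut at about 35% in these data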;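 further: 0% = GSTO1-1 with DMSO and 100% = wells lacking GSTO1-1 enzyme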
Target sequence (P78417 whole entry, looked up): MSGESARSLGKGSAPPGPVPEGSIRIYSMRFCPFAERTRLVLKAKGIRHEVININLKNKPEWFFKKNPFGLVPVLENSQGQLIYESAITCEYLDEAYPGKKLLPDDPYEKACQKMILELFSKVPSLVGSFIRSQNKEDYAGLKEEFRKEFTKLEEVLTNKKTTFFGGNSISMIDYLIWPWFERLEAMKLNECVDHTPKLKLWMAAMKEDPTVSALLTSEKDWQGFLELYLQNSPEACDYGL
* = called active by the depositor; · = not tested or not shown. Only part of the results is shown; the hit share may differ from the screen's.

SMILES	PAFAH1B2 inh	PME-1 inh	PAFAH2 inh	pPAFAH inh	PAFAH1B3 FP inh	LYPLA1 inh	PAD4 FP inh	LYPLA2 counter	GSTO1 counter
CCCCN(CC)CCCNC(=O)c1cn(C)c2ccc(S(=O)(=O)N(C)C3CCCCC3)cc2c1=O	1	40*	7	4	1	1	-4	7	-6
CC(C)Cc1cc(C(=O)Nc2ccccc2)c2ccccc2n1	-2	4	-6	2	6	7	-4	0	7
CCc1nc(SCC(=O)NC2CC2)c2c(C)c(C)sc2n1	6	-5	-4	-4	5	-2	2	4	4
CN(Cc1ccccc1)C(=O)c1[nH]cnc1C(=O)Nc1ccc(Cl)cc1	1	-10	6	0	5	-3	-5	-3	·
CCNC(=O)c1ccccc1SCC(=O)Nc1ccc(F)cc1	4	-3	-2	4	7	-1	0	2	5
Cc1ccccc1C(=O)OCc1cnc(Cl)s1	7	-9	-6	3	21	-3	1	-1	-7
COc1ccc(-n2c(Cc3cccn3C)nnc2SCC(=O)NCc2ccco2)cc1	3	-5	7	8	14	3	-4	5	3
CCOC(=O)C(C)NC(=O)CCc1nnc2ccc(N3CCC(C)CC3)nn12 (stereo not given)	2	1	-2	6	-3	4	-6	6	2
CCCCc1nnc(NC(=O)Cc2ccc(S(=O)(=O)N3CCOCC3)s2)s1	4	-1	6	12	1	-1	-4	4	·
O=C(Cc1ccccc1F)NCC1(N2CCOCC2)CCCCC1	0	3	-2	1	6	-1	-2	3	-4
O=C(NCc1ccc(F)cc1)C(=O)Nc1nc(C23CC4CC(CC(C4)C2)C3)cs1	16	-5	0	-3	-4	-3	-1	-5	-9
CCOC(=O)C1NN=C(C(=O)c2ccccc2)C1c1ccc(OC)cc1 (stereo not given)	·	-1	·	3	·	1	-8	-7	3
O=C(Nc1ccccc1C(F)(F)F)c1ccccn1	8	-1	5	7	6	0	-6	0	-4
CN(CC(=O)N1CCN(c2ccccc2)CC1)S(=O)(=O)c1cccs1	1	0	-3	-2	3	2	1	1	0
Cc1ccc(/C=C(\C#N)C(=O)NC(C)c2ccccc2)o1 (stereo not given)	17	-1	3	2	5	-2	-3	-3	-2
COc1ccc(OC)c(NC(=O)[C@@H]2CCCN2C(=O)c2cccs2)c1	2	-1	-3	4	4	-3	-5	6	5
CC(C)c1cccc(C(C)C)c1NC(=O)COC(=O)C1CCC1	7	0	19	1	5	-2	3	0	0
COc1ccc(C2=NOC(Cn3nc(C(=O)O)cc3-c3ccccc3)C2)cc1 (stereo not given)	10	5	6	6	0	-1	-2	10	2
COC(=O)/C(C#N)=C/c1ccc(OC(=O)c2ccccn2)cc1	-38	-73	-52	0	-67	-36	-3	-52	-34
CCn1cc(CN2CCc3c([nH]c4ccccc34)C2c2cccc(O)c2)c(C)n1 (stereo not given)	3	-1	5	3	4	0	0	7	1
Cc1ccc(S(=O)(=O)N2CCOCC2)cc1NC(=O)c1cccc(S(=O)(=O)N2CCCC2)c1	5	-9	-4	1	3	-1	0	2	-4
COc1ccc(C(=O)N/C(=C\c2cn(C)c3ccccc23)C(=O)N2CCN(C)CC2)cc1	5	-6	8	-2	7	-1	3	-5	10
COc1ccc(OC)c(Nc2nc(N)nc(CSc3nnc(N)s3)n2)c1	1	2	2	5	6	-4	-3	-1	6
CC(C)CN(C(=O)COC(=O)Cc1cccc2ccccc12)c1c(N)n(Cc2ccccc2)c(=O)[nH]c1=O	-1	-1	-5	3	5	7	8	-1	-2
O=C(Nc1ccc(F)cc1F)c1ccc(-n2cccn2)nc1	-5	-7	2	-6	7	-3	4	-6	-2
(cont.)
SMILES	PAFAH1B2 inh	PME-1 inh	PAFAH2 inh	pPAFAH inh	PAFAH1B3 FP inh	LYPLA1 inh	PAD4 FP inh	LYPLA2 counter	GSTO1 counter
O=c1oc2ccccc2c(N2CCCCC2)c1CN1CCCCC1	6	3	7	2	5	4	2	5	-39
O=C(COC(=O)c1cccs1)Nc1cccc(S(=O)(=O)N2CCCCC2)c1	-6	·	69*	7	19	·	-2	·	·
CNC1=CC(=O)CC(c2ccccc2)C1 (stereo not given)	6	1	0	-3	-5	-2	-10	1	9
CCOc1cccc(C(=O)Nc2nnc(-c3cccs3)s2)c1	-3	0	4	-3	5	-2	-1	-3	-7
CC1=NOC(=O)/C1=C/c1ccc(O)cc1	4	0	-2	5	5	5	-2	10	6
CON/C=C(\C=Nc1ccc(F)cc1)c1ncc(C(F)(F)F)cc1Cl	6	5	-2	1	2	2	2	-6	3
CCC(C)C(NC(N)=O)C(=O)Nc1ccc(C)c(Cl)c1 (stereo not given)	0	3	6	1	-5	3	-6	-1	1
O=C1c2ccccc2C(=O)N1OCc1ccccc1	4	-5	14	-9	-4	-1	3	7	-13
CC(=O)Oc1c(S(=O)(=O)c2ccc(C)cc2)c(C)nn1-c1ccccc1	-1	0	-6	1	4	-7	-2	-3	-7
CN(C)c1ncc(S(=O)(=O)c2ccccc2)c(-c2ccc(Cl)cc2Cl)n1	7	-1	-19	-2	1	-3	-6	-5	0
CCOCCCNC(=O)C1CCN(S(=O)(=O)N2CCCC2)CC1	-7	3	-4	2	-6	-3	-4	5	2
COc1ccc(N2CCN(C(=O)Cn3ncc4c([nH]c5ccccc54)c3=O)CC2)cc1	1	-8	-4	-6	8	4	1	8	17
Cc1cc(NC(=O)/C=C\C(=O)O)c([N+](=O)[O-])cc1C	0	-8	0	7	11	1	-3	8	0
Cc1cc(C(=O)N2CCOCC2)c(C)o1	6	4	3	5	3	-3	-1	3	4
O=C(CCCCn1c(=O)c2ccccc2n(CC(=O)Nc2cccc(F)c2)c1=O)NCc1ccco1	10	-3	3	1	2	3	0	6	-6
CC(C)N(C(=O)[C@H]1C[C@H](CC(=O)NCc2cccc(C(F)(F)F)c2)C(=O)N2CCc3c([nH]c4cc(CCC(=O)N(C)C)ccc34)[C@]12C)C(C)C	2	·	7	15	6	·	2	·	·
O=C(NC1CCS(=O)(=O)C1)c1ccc(S(=O)(=O)NCC2CCCO2)cc1 (stereo not given)	-1	3	1	0	13	-2	0	7	11
Cn1c(N)c(C(=O)COC(=O)c2cc(C3CC3)nc3ccccc23)c(=O)n(Cc2ccccc2)c1=O	-22	-61	-54	-28	-26	-31	-4	-58	-15
C=CCn1c(SCC(=O)Nc2nncs2)nnc1-c1ccco1	4	-1	-1	-4	7	-3	1	0	3
Cc1ccc(NC(=O)C2CCN(c3ncnc4sc(C)c(C)c34)CC2)cc1S(=O)(=O)N(C)C	1	-2	-1	6	3	-4	-7	-7	-10
O=C(/C=C\c1ccco1)c1ccc(NC(=O)c2ccco2)cc1	-5	-18	-2	12	3	-20	-8	-23	-15
Cc1cc(C)n(CCOc2ccc(Br)cc2)n1	-3	-2	-1	-5	12	-1	-1	1	4
CCN(CC)S(=O)(=O)c1ccc(NC(=O)CSc2cccc[n+]2[O-])cc1	2	-1	2	-4	1	-2	-3	-1	12
O=C(Nc1ccon1)c1sc2cc(Cl)ccc2c1Cl	0	-2	-4	-2	-1	-1	2	-2	-2
CCC(C)(C(=O)NC1CCCCC1)N(Cc1ccco1)C(=O)c1cnccn1 (stereo not given)	0	-5	-4	9	-2	-3	0	-3	-2
Continued:
SMILES	PAFAH1B2 inh	PME-1 inh	PAFAH2 inh	pPAFAH inh	PAFAH1B3 FP inh	LYPLA1 inh	PAD4 FP inh	LYPLA2 counter	GSTO1 counter
COc1ccc(NS(=O)(=O)c2cccc(C(=O)N3CCN(C(=O)c4ccco4)CC3)c2)cc1	-1	·	-3	5	-3	·	-1	·	·
CCOc1ccc(Br)cc1S(=O)(=O)Nc1ccc(C(=O)OC(C)C(=O)N(C)c2ccccc2)cc1 (stereo not given)	3	-2	2	9	4	-1	3	-3	-2
COc1cc(NS(=O)(=O)c2ccc(NC(=O)NC3CCCCC3)cc2)nc(OC)n1	0	0	-1	3	2	-1	-1	1	-15
O=C(CSc1cn(Cc2ccccc2)c2ccccc12)N1CCOCC1	7	1	1	-6	-4	-2	-3	1	-1
COc1ccccc1C(=O)NCC(=O)OC(C)C(=O)N(C)C1CCCCC1 (stereo not given)	-2	3	-5	3	3	-2	1	1	·
O=C(CNS(=O)(=O)c1ccccc1)N1CCN(c2ccccc2)CC1	7	-3	8	3	7	-1	-1	-4	-3
Cn1c(=S)[nH]c(=O)c2ncc(=O)[nH]c21	5	-3	9	-3	9	-4	-3	-9	4
COc1ccccc1NC1=Nc2cccc3cccc1c23	·	6	·	6	·	-1	-4	-3	-1
N/C(=N\OC(=O)CCCOc1ccccc1)c1ccccc1	29*	-1	-3	2	-1	1	0	3	-4
C=Cn1cc[n+](CC(=O)c2cccs2)c1	0	0	7	6	7	2	0	6	-7
Cc1ccc(C(=O)NC(=S)NCc2cccnc2)cc1	0	-10	-6	-6	6	-3	6	0	8
COc1ccc(C2CC(Cn3cc(C#N)c(=O)n(C)c3=O)ON2C)cc1 (stereo not given)	·	-2	·	3	·	-2	1	2	0
CCn1c(SCC#N)nc2cc(S(=O)(=O)N3CCOCC3)ccc21	13	-3	-2	6	0	2	2	6	1
O=C(O)CNC(=O)CC1S/C(=N/N=C2/NC(=O)CS2)NC1=O (stereo not given)	-3	-3	11	7	11	-3	-9	-4	24
CCC(=O)N1C(=O)C2(Nc3ccccc3N2)c2ccccc21	·	1	·	-2	·	4	5	6	10
CCOC(=O)c1ccc(NC2c3ncccc3C(=O)N2Cc2ccc(F)cc2)cc1 (stereo not given)	-2	-2	5	-5	10	-2	4	2	-2
CC(C)CN(CCC(=O)O)CC(C)C	1	2	0	6	6	0	1	3	1
Cc1cccc(C)c1NC(=O)Cn1nnc(C(=O)Nc2ccc(F)cc2F)c1N	-5	4	-8	3	-4	-4	8	-14	2
C=CCNC(=O)/C(C#N)=C/c1ccccc1Cl	-4	-4	4	-5	-4	1	-2	1	-1
C/C(=N\Nc1ccc(Cl)c(C(=O)O)c1)c1cccc([N+](=O)[O-])c1	6	2	8	2	1	3	4	12	9
Cc1cnc(C(=O)OCC(=O)Nc2ccc(Cl)cc2)cn1	3	0	-2	4	13	1	-1	8	4
CCOc1ccc(NC(=O)NCCCN2CCCC2)cc1	3	2	3	3	6	1	0	6	-3
CCc1ccccc1N1CCN(S(=O)(=O)c2cc(OC)ccc2OC)CC1	1	-5	-5	2	11	0	1	-2	0
Cc1ccc(CNC(=O)c2ccc(OCC3CCCO3)cc2)cc1 (stereo not given)	-3	-6	3	6	5	6	-4	10	-1
CNc1ccc2c3c(cccc13)C(=O)N(C)C2=O	58*	77*	71*	54*	68*	59*	95*	82*	40*
CCCc1noc2c1/C(=N\O)CC(CC(C)SCC)C2 (stereo not given)	9	-5	2	9	3	-1	0	5	0
COC(=O)NCC(c1ccco1)N1CCN(c2ccc(OC)cc2)CC1 (stereo not given)	-1	0	-5	4	-7	3	0	1	2
O=C(Cc1ccccc1)Nc1ccccc1C(=O)Nc1ccccc1	-1	1	1	0	2	-1	2	1	4
CC(=O)c1n[nH]nc1Nc1nc(C)cc(C)n1	3	6	5	3	2	1	2	-1	6
